Screening data from PubChem BioAssay.
CASP6_VEID_inh: human caspase-6 inhibitors, primary screen, biochemical, VEID-R110 fluorescence, single point, set 2; purified caspase-6, Z-VEID-R110 cleavage fluorescence; hit rate 0.53% among 350,000; P55212; inhibition, % at 12.5 µM;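 active means mean inhibition across replicates at least about 35%, with every replicate also reaching that limit, limit read from the data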;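 further: 0% = median of neutral control wells and 100% = no fluorescence left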
SIRT5_inh: SIRT5 desuccinylase inhibitors, primary screen, biochemical, fluorescence imaging, single point, set 5; Purified SirT5, succinyl-peptide AMC, trypsin-coupled fluorescence; inhibition, % at 15 µM; hit rate 1.1% among 330,000; AID 652115, 2013; in the data active means inhibition above about 15%
Target sequence (Q9NXA8 whole entry, looked up): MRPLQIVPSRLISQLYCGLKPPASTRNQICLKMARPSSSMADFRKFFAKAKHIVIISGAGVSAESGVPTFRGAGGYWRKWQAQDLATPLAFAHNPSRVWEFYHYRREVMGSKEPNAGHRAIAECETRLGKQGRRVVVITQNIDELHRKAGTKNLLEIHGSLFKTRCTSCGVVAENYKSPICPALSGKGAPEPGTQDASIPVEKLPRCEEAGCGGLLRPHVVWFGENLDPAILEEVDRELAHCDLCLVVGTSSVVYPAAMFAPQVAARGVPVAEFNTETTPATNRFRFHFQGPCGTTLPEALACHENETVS
LGR2_inh: inhibitors of bursicon-induced LGR2 CRE-luciferase signal, primary screen, cell-based, HEK293, CRE-luciferase reporter, bursicon stimulation | Drosophila bursicon receptor LGR2 (rickets) | bursicon-stimulated, 4 h | inhibition, % at 9.99 µM | hit rate 0.35% among 380,000;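 active means drop in luminescence signal, shown as inhibition above about 50% in the replicate tests, limit read from the data, passing the limit was not always enough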;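 further: agonist challenge used bursicon conditioned medium at about half maximal strength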
S100A4_inh_HTS: inhibitors of S100A4-myosin IIA peptide binding, primary screen, biochemical, fluorescence polarization, TAMRA-MyoIIA peptide; AID 652163, 2013; inhibition, % at 10.7 µM; hit rate 0.14% among 360,000; Protein S100-A4 (Homo sapiens), P26447;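 active means mean inhibition of at least 70% across replicates, with every replicate also reaching that level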
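Assay system: human S100A4 monomer with TAMRA-labelled myosin IIA peptide / Buffer or medium: Calcium-containing HEPES buffer, pH 7.2 / Reagent: TAMRA-labelled myosin IIA heavy-chain peptide probe, 5 nM / Compound: one dose per compound / Timing: polarization read 5 min after assay mix addition, stable 5–60 min / Benchmarks: neutral control DMSO, positive control TFP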
FN_deposit_inh: inhibitors of fibronectin matrix deposition, primary screen, AH1F cells, Alexa488-fibronectin fluorescence, plate reader | AH1F fibroblasts, overnight | inhibition, % at 12.6 µM | hit rate 0.086% among 350,000 | AID 743247, 2014;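 active means mean inhibition across replicates of 30% or more, regardless of how many single replicates reach that level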;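 further: positive control wells lacked labelled fibronectin entirely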
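Test system: AH1F fibroblast monolayer depositing Alexa488-labelled fibronectin into matrix. Input: 10000 cells per well. Technique: fluorescence, ex 485 nm, em 525 nm. Buffer or medium: DMEM plus 2% serum, read in PBS. Timing: 1 h cell adhesion before compound, then overnight fibronectin incubation. Compound: single dose, pinned. Read-out basis: inhibition from reduced deposited-fibronectin fluorescence.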
C2C12_statin: suppressors of statin myotoxicity in C2C12 myotubes, primary screen, cell-based, single point, plate reader | C2C12 myotubes + simvastatin, ATP luminescence, 48 h; scaled: DMSO 0, geranylgeraniol control 100 | rescue of ATP level, % at 7.49 µM | hit rate 0.78% among 330,000;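 active means mean ATP rescue above about 67%, or every replicate alone reaching that limit, limit read from the data, passing the limit was not always enough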;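 further: myotubes were challenged with 10 µM simvastatin during compound exposure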
esBAF_inh: Bmi1 luciferase reporter increase in mESCs, primary screen, esBAF inhibitor project, mouse ES cells, Bmi1 luciferase knock-in, single point; 24 h; 100% = twice the neutral-well signal; reporter increase, % at 12.5 µM; hit rate 2% among 350,000; in the data active means activation above about 40%;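 further: 0% = median of the plate's neutral control wells and 100% = double that signal; a rise in the Bmi1 reporter signal indicates esBAF inhibition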
Numbers without * were called inactive; · = not tested or not shown.

SMILES CASP6_VEID_inh SIRT5_inh LGR2_inh S100A4_inh_HTS FN_deposit_inh C2C12_statin esBAF_inh
CC(C)(C)c1ccc(S(=O)(=O)N2CCN(Cc3cc4c(cc3O)OCO4)CC2)cc1 -0.7 -5.6 10.8 -2.8 -5.5 -1.4 2.4
O=C(c1cccc(F)c1)N1CCCCN2[C@H](C1)[C@H](c1ccc(-c3ccccc3)cc1)[C@@H]2CO -2.6 0.9 5.7 3.5 · · ·
O=C(Cc1ccccc1)N1CCN(c2ccc([N+](=O)[O-])cc2)CC1 -3.1 -1.4 -0.2 0.8 8.0 18.3 -2.8
CCOC(=O)NC(=O)/C(N=Nc1cc(C)cc(C)c1)=C(\C)O 0.0 6.7 -9.7 -1.7 -0.2 · ·
CCOc1ccc2c(c1)c1nc3ccccc3nc1n2C -7.8 -1.9 -16.4 -23.5 -3.7 3.3 15.9

An excerpt from above in order of SMILES length, high to low.
SMILES CASP6_VEID_inh SIRT5_inh LGR2_inh S100A4_inh_HTS FN_deposit_inh C2C12_statin esBAF_inh
CC(C)(C)c1ccc(S(=O)(=O)N2CCN(Cc3cc4c(cc3O)OCO4)CC2)cc1 -0.7 -5.6 10.8 -2.8 -5.5 -1.4 2.4
CCOC(=O)NC(=O)/C(N=Nc1cc(C)cc(C)c1)=C(\C)O 0.0 6.7 -9.7 -1.7 -0.2 · ·
CCOc1ccc2c(c1)c1nc3ccccc3nc1n2C -7.8 -1.9 -16.4 -23.5 -3.7 3.3 15.9

2 neighbouring compounds already listed, for reference:
SMILES CASP6_VEID_inh SIRT5_inh LGR2_inh S100A4_inh_HTS FN_deposit_inh C2C12_statin esBAF_inh
CCOC(=O)NC(=O)/C(N=Nc1cc(C)cc(C)c1)=C(\C)O 0.0 6.7 -9.7 -1.7 -0.2 · ·
CCOc1ccc2c(c1)c1nc3ccccc3nc1n2C -7.8 -1.9 -16.4 -23.5 -3.7 3.3 15.9

Quoted at random: two entries already listed.
SMILES CASP6_VEID_inh SIRT5_inh LGR2_inh S100A4_inh_HTS FN_deposit_inh C2C12_statin esBAF_inh
CC(C)(C)c1ccc(S(=O)(=O)N2CCN(Cc3cc4c(cc3O)OCO4)CC2)cc1 -0.7 -5.6 10.8 -2.8 -5.5 -1.4 2.4
O=C(c1cccc(F)c1)N1CCCCN2[C@H](C1)[C@H](c1ccc(-c3ccccc3)cc1)[C@@H]2CO -2.6 0.9 5.7 3.5 · · ·

Only part of the results is shown; the hit share may differ from the screen's.
